Bioassay records: PubChem, Sanford-Burnham Center for Chemical Genomics
MPTP inh: mitochondrial permeability transition pore inhibitors, primary screen, biochemical, isolated mouse mitochondria, absorbance; Ca2+ swelling absorbance, 30 min; inhibition, % at 10 µM; actives 1.4% (n = 360,000); AID 602449, 2012;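 active means inhibition of 50% or more, scaled per plate between neutral and stimulator controls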;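 further: 0% = DMSO wells given calcium and 100% = 1 mM EGTA wells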
ATG4B inhibitor: ATG4B protease inhibitors, primary screen, biochemical, fluorescence, uHTS | ATG4B cleavage of LC3-PLA2, NBD-HPC fluorescence, 1 h | inhibition, % at 8.33 µM | actives 0.51% (n = 340,000); in the data active means inhibition above about 40%
Target sequence (Q9Y4P1 whole entry, looked up): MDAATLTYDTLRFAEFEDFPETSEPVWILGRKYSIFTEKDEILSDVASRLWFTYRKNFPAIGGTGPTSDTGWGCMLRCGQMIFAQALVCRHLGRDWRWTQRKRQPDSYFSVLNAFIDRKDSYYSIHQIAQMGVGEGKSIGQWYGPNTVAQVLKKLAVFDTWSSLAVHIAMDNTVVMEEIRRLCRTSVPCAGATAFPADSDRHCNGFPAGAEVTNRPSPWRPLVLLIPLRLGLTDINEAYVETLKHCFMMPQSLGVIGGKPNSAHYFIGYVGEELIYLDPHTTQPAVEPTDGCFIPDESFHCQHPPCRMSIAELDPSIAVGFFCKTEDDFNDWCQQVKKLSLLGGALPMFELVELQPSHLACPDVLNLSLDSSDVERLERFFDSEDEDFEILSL
PfGluPho inh: PfG6PD enzyme inhibitors, primary screen, biochemical, fluorescence intensity, uHTS; actives 0.78% (n = 350,000); inhibition, % at 20 µM; AID 504690, 2011; PfGluPho enzyme, NADPH resazurin-diaphorase fluorescence; glucose-6-phosphate dehydrogenase-6-phosphogluconolactonase (Plasmodium falciparum 3D7);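 active means inhibition reaching at least a set limit at 20 µM in the primary screen, cut at about 59% in these data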;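 further: 0% = DMSO wells with substrate and 100% = DMSO wells lacking glucose-6-phosphate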
hIAP act: human IAP activators, primary screen, biochemical, luminescence, uHTS. Intestinal-type alkaline phosphatase (Homo sapiens), P09923. purified human IAP, CDP-Star luminescence, 30 min; active compounds read high; 1 = vehicle-only enzyme, 0 = enzyme-free background. activation factor at 10 µM. actives 0.16% (n = 330,000). AID 2524, 2010;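 active means activation factor of the enzyme at least 2-fold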; further: the source names both 10 and 20 µM as test concentration; values of inactives mirror those of a sister screen read the other way
SENP1 inh: human SENP1 catalytic domain inhibitors, primary screen, biochemical, FRET, uHTS; Sentrin-specific protease 1 (Homo sapiens), Q9P0U3; recombinant SENP1 catalytic domain, CyPet-SUMO1-YPet FRET cleavage; inhibition, % at 10 µM; actives 0.21% (n = 360,000); AID 624204, 2012;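 active means inhibition at least 30% at 10 µM, raw YFP signal under a set limit, fluorescence ratio 0.5 to 1.5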;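 further: 0% = enzyme with DMSO and 100% = no enzyme wells; some results filed as inactive read as strong as hits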
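Material – human SENP1 catalytic domain · Input – SENP1 enzyme, 20 pM final · Compound dosing – single concentration of 10 µM compound, 0.5% DMSO final · Timing – enzyme reaction for 50 min at room temperature, dark · Measured by – FRET fluorescence in CFP and YFP emission channels · Control set – no-enzyme wells low, DMSO-plus-enzyme wells high control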
SENP8 block: human SENP8 protease inhibitors, primary screen, biochemical, fluorescence, Nedd8 protein substrate, uHTS; recombinant SENP8; inhibition, % at 20 µM; actives 0.64% (n = 360,000); AID 602440, 2012; in the data active means inhibition mostly above about 40%, no sharp cut-off; inactive means mostly below about 27%
Target sequence (Q96LD8 whole entry, looked up): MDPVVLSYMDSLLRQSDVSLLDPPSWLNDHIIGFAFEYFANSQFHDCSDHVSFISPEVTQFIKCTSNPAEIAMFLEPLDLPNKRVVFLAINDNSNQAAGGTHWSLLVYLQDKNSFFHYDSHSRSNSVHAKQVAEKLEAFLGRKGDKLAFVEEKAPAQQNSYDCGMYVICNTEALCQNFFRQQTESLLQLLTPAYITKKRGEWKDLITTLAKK
SENP6 inh: SENP6 protease inhibitors, primary screen, biochemical, luminescence, uHTS; Sentrin-specific protease 6 (Homo sapiens), Q9GZR1; Recombinant SENP6 catalytic domain, aminoluciferin luminescence; inhibition, % at 10 µM; actives 1.8% (n = 330,000); AID 2599, 2010;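 active means inhibition above about 50% at the single tested dose, limit read from the data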;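 further: plate controls were DMSO wells with enzyme for no effect and DMSO wells lacking enzyme for full effect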
Target sequence (Q9GZR1 628-1112 limits assumed): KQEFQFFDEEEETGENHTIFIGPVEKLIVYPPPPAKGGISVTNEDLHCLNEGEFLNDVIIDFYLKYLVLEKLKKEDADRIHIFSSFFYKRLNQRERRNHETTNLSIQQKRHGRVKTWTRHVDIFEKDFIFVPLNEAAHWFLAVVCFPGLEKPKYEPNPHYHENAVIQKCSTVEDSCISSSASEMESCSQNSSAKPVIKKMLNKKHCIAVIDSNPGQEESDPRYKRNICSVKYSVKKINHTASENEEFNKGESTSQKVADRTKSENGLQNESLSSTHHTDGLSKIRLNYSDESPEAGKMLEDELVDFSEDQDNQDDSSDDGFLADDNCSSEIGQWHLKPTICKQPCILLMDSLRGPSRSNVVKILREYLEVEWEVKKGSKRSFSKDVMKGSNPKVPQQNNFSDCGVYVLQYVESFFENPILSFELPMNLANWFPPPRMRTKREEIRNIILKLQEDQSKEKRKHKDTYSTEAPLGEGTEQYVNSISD
GRIN3A LBD mod: binders of NR3A ligand-binding domain, primary screen, biophysical, differential scanning fluorimetry, uHTS; Tm shift relative to glycine control, % at 25 µM; NR3A LBD differential scanning fluorimetry, Tm shift; 0% = protein alone, 100% = glycine-bound protein; Glutamate receptor ionotropic, NMDA 3A (GRIN3A) ligand-binding domain; AID 1259313, 2017; actives 2.5% (n = 340,000);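 active means melting temperature shift of at least 10% of the positive control shift, at one fixed dose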
* marks the source's active call; other numbers are inactive results; . = not tested or not shown; & = joins results of further samples.

SMILES	MPTP inh	ATG4B inhibitor	PfGluPho inh	hIAP act	SENP1 inh	SENP8 block	SENP6 inh	GRIN3A LBD mod
Cn1nc(C(=O)Nc2cccc(S(=O)(=O)N3CCOCC3)c2)c2ccccc2c1=O	2.1	-9	-5	0.94	1	4	-8	0
Cc1cccc(CN2CCCC(C(=O)Nc3ccc(-c4cscn4)cc3)C2)c1 (stereo not given)	0.4	11	8	1.1	0	5	-12	0
CN(c1ccccc1)S(=O)(=O)c1ccccc1Br	0.2	-3	14	0.99	1	20	2	10
C[C@@H](NC(=O)[C@@H]1Cc2ccccc2CN1)C(=O)NCc1ccco1	-2.1	-3	2	1.3	-4	-4	18	0
C[C@@H]1CN([C@@H](C)CO)C(=O)CCCn2cc(nn2)CO[C@H]1CN(C)S(=O)(=O)c1ccc(-c2ccccc2)cc1	0.9	.	8	.	0	-33	.	.
CCO[C@H]1OC(C(=O)N2CCN(Cc3ccc4c(c3)OCO4)CC2)=C[C@@H](c2cn(C(C)=O)c3ccccc23)[C@@H]1CCCO	-1.7	2	16	0.77	1	8	0	-1
N#Cc1cc(C(=O)Cc2ccccc2)c[nH]1	-0.7	1	-8	1.1	-2	2	-10	-1
COc1ccc2c(c1)c1nnc(SC)nc1n2C	1.1	-7	18	1	1	16	-5	1
COc1ccc(NC(=O)COc2ccc(N(C)S(=O)(=O)c3ccc(Cl)cc3)cc2)cc1	-3.5	-3	15	0.97	0	7	-10	-2
COc1ccccc1C(=O)N/C(=C\c1cn(S(=O)(=O)N(C)C)c2ccccc12)C(=O)N1CCOCC1	-0.1	-2	18	1.1	-1	-36	1	0
COc1ccc(NC2=C(C(C)=O)C(c3ccc(OC)c(OC)c3)C(C(C)=O)C(C)(O)C2)cc1 (stereo not given)	-0.9	-24	0	0.94	3	22	-15	1
COc1cccc(CNC(=O)COc2cc(O)c3c(c2)OC(C)(C)CC3=O)c1	2.2	-6	-5	1.1	4	9	-3	-2
Cc1cc(C)cc(-n2nnc(C(=O)NCc3ccco3)c2N)c1	-1.7	-9	16	1.1	1	10	2	-2
Nc1c(C(=O)NC2CCCC2)c2nc3ccccc3nc2n1/N=C/c1cccnc1	2.5	5	3	1	-47	-417	-28	-2
Cc1ccc(-c2nnn(CC(=O)Nc3cccc4cccnc34)n2)o1	0.8	-8	0	1.1	1	24	4	0
CCOC(=O)Nc1nnc(CCc2ccccc2)s1	0.5	-9	-13	0.94	-6	-197	-2	0
COc1ccc2cnn(-c3ccccc3C)c(=O)c2c1OC	-0.9	-8	-13	0.97	0	-15	-24	1
CCOC(=O)N1CCN(C(=O)c2cccn3c(=O)c4sccc4nc23)CC1	-0.2	1	6	0.94	-3	-276	5	0
CCOC(=O)c1ccc(NC(=O)c2cc3c(s2)CCC3)cc1	24	-3	1	1	2	-22	-18	-10
O=C(NCC(c1ccco1)N1CCc2ccccc2C1)c1ccccc1Br (stereo not given)	0.3	-2	14	1.1	-1	0	-16	2
Cn1cc(Cl)c(C(=O)NNC(=S)NCc2ccco2)n1	-2.5	-12	24	1.4	-1	-1	8	-1
CC(OC(=O)C1=Cc2ccccc2OC1)C(=O)NCC1CCCO1 (stereo not given)	0.5	7	4	.	-59	-26	.	-4
CCn1c(CNc2nc3ccccc3n2C(C)C)nc2ccccc21	2.1	7	7	1.2	-1	14	-16	1
COc1ccc([C@@H]2CC=C(C(=O)O)CN2S(=O)(=O)c2ccc(C)cc2)cc1OC	0.3	-3	8	1.2	-2	7	-31	1
CCOC(=O)N1CCc2c(sc(NC(C)=O)c2C(N)=O)C1	-1.1	3	-6	0.94	-21	-39	10	-1

(more compounds)
SMILES	MPTP inh	ATG4B inhibitor	PfGluPho inh	hIAP act	SENP1 inh	SENP8 block	SENP6 inh	GRIN3A LBD mod
CCOc1ccc(C(=O)N2CCCCCC2)cc1	-1.1	11	-4	0.98	1	7	-4	-1
COC(=O)CSc1nnc(-c2ccc3c(c2)OCO3)n1C	0.1	-11	-5	0.99	5	12	-1	1
Cn1nc(-c2ccc(Cl)cc2)cc1NC(=O)CC(C)(C)CC(=O)O	-0.3	-15	-2	0.91	1	-16	-20	-2
O=c1[nH]c(Nc2ccccc2Cl)cc2ccccc12	1.0	-4	4	1.1	-70	-492	99*	-3
CC1(C)CC(=O)C(=CN2CCOCC2)C(=O)C1	-1.5	3	-16	1.1	-5	5	8	0
Clc1ccc(SCCOCCN2CCc3ccccc3C2)cc1	21	8	-6	0.95	2	-6	-4	1
CCCCC(=NCCO)C1=C(O)C(C(=O)OC)C(C)(C)CC1=O (stereo not given)	0.0	-1	-10	1.3	-5	9	-27	0
Cc1nn(CCc2nn[nH]n2)c2nc(-c3ccc(Br)cc3)cc(C(F)(F)F)c12	27	17	47	1.2	-3	-434	1	-21
COC(=O)C1=C(C)N(Cc2ccccc2)C(=NCc2ccc(OC)cc2)N[C@H]1c1cccc(F)c1	0.1	-6	9	1.2	-1	22	-4	-2
COC(=O)CSC(C)C(=O)Nc1nnc(C(C)C)s1 (stereo not given)	1.7	-12	5	1.1	2	20	-3	-1
O=C(COC(=O)c1n[nH]c(=O)c2ccccc12)NCc1ccccc1	-2.0	-6	-4	1	1	4	-12	1
Cc1ccc2c(c1)c1c3n2CCNC3CCC1 (stereo not given)	9.4&3.1	-2&6	12&-17	0.95&1.4	2&4	-11&-23	2&-2	0&1
Cc1cc(C)nc(NC2=NC3CCCCC3N2)n1 (stereo not given)	0.8	8	-2	1.1	2	10	-6	0
O=C(Nc1ccc(S(=O)(=O)Nc2nccs2)cc1)c1cc(-c2ccccc2Cl)nc2ccccc12	0.6	20	11	1	2	15	0	1
Cc1ccc(C(=O)NCC(c2ccco2)N2CCc3ccccc32)cc1C (stereo not given)	-0.4	4	13	0.92	-15	14	-1	-5
C[C@@H]1NC(=O)[C@H](CCCN=C(N)N)NC(=O)c2cc([N+](=O)[O-])cc(I)c2NCCC[C@@H](C(N)=O)NC1=O	-1.0	-6	38	0.98	3	26	-15	-1
Cc1ccc(-n2[nH]c(=O)c3cccnc32)cc1	2.0	0	-3	1	1	16	-10	-2
Cc1cc(C)c2c(=O)[nH]n(C3CCCCCC3)c2n1	-2.7	-8	34	1.1	0	-263	-28	0
C=CCN1/C(=C(\C#N)C2=NS(=O)(=O)c3ccccc32)N(C)c2ccccc21	-0.9	5	-4	0.95	-8	0	-6	-1
O=C(NCCCN1CCCC1)c1cc(Sc2ccc(F)cc2)nc2ccccc12	0.8	-2	2	1	-2	-16	-11	-4
O=c1ccn(-c2cccc(C(F)(F)F)c2)nc1-c1ccn(-c2ccccc2)n1	-2.8	-1	91*	1.1	0	28	9	0
Cc1ccc(-c2noc(CCC(=O)NC3CCCc4ccccc43)n2)cc1 (stereo not given)	2.2	30	0	1.1	0	18	-7	0
O=C(NC(Cc1c[nH]c2ccccc12)C(=O)NCc1ccc(F)cc1)OCc1ccccc1 (stereo not given)	1.3	-18	13	0.91	1	6	2	-4
COCc1nnc(NS(=O)(=O)c2ccccc2)s1	-1.4	-1	4	1.1	-6	5	-8	0
Cc1c(NC(=O)Nc2ccccc2C(F)(F)F)c(=O)n(-c2ccccc2)n1C	-0.9	-4	-3	1	1	6	-38	-2

Some of the entries so far, with each value named.
> C[C@@H]1NC(=O)[C@H](CCCN=C(N)N)NC(=O)c2cc([N+](=O)[O-])cc(I)c2NCCC[C@@H](C(N)=O)NC1=O
  MPTP inh = -1.0
  ATG4B inhibitor = -6
  PfGluPho inh = 38
  hIAP act = 0.98
  SENP1 inh = 3
  SENP8 block = 26
  SENP6 inh = -15
  GRIN3A LBD mod = -1
> Cc1ccc(-n2[nH]c(=O)c3cccnc32)cc1
  MPTP inh = 2.0
  ATG4B inhibitor = 0
  PfGluPho inh = -3
  hIAP act = 1
  SENP1 inh = 1
  SENP8 block = 16
  SENP6 inh = -10
  GRIN3A LBD mod = -2

Following part
SMILES	MPTP inh	ATG4B inhibitor	PfGluPho inh	hIAP act	SENP1 inh	SENP8 block	SENP6 inh	GRIN3A LBD mod
CC1CN(C(=O)c2cc3ccccc3cc2O)CC(C)O1 (stereo not given)	1.5	4	18	1	-1	-30	-13	2
CC(Sc1nnc(-c2ccco2)n1C)C(=O)N(C)C1CCCCC1 (stereo not given)	-1.6	2	5	1.1	-1	-3	-5	-1
COc1ccc(N(CC(=O)NCCC2=CCCCC2)S(=O)(=O)c2c(C)[nH]c(=O)[nH]c2=O)cc1	1.6	0	-11	0.95	0	20	-5	0
CCCCN(C(=O)CSCc1c(C)noc1C)c1c(N)n(CCC)c(=O)[nH]c1=O	1.5	2	-2	0.92	-4	1	-9	0
COc1ccc(N(C(C)=O)C2C=CS(=O)(=O)C2)c(OC)c1 (stereo not given)	0.3	-9	-3	0.89	2	8	-6	-2
Cc1ccc(C(=O)NC(N(C)C)C(Cl)(Cl)Cl)cc1 (stereo not given)	1.6	8	-2	1	2	18	-2	-2
Nc1ccc2c(c1)C(O)c1cccc(C(=O)O)c1-2 (stereo not given)	1.0	0	21	.	1	-160	.	-1
Cc1ccc(S(=O)(=O)NC(=S)c2ccccc2)cc1	-1.4	-2	-14	0.99	3	26	-14	-2
COc1ccccc1NC(=O)Nc1ccnn1Cc1cccs1	1.4	-9	12	0.85	-3	15	-5	8
Cc1cccc(N2CCN(C(=O)CCNS(=O)(=O)c3ccc4c(c3)oc(=O)n4C)CC2C)c1 (stereo not given)	-2.3	-10	15	0.98	2	2	7	3
CCOc1ccc(NC(=S)N2CCN(c3ccc(N4CCOCC4)nn3)CC2)cc1	1.1	6	13	0.93	-8	-361	5	-1
COc1cccc(OCC(O)CO)c1 (stereo not given)	0.7	3	-3	0.84	-1	17	-10	2
Cc1cccc(/C=N/NC(=O)Cn2nnnc2N)n1	1.1	2	3	0.94	-21	2	-17	1
Cc1ccccc1CN1C(=O)c2ccccc2Sc2ccc(C(=O)NCCN3CCOCC3)cc21	-0.5	-8	-13	1.1	3	14	18	8
O=C(O)CC1(CC(=O)NCc2ccc(-c3cccs3)cc2)CCCCC1	-1.8	-7	-7	1.3	-1	-10	-9	4
CC(=O)NC(CC(=O)NCCN1C(=O)S/C(=C\c2ccccc2)C1=O)c1ccccc1 (stereo not given)	0.3	-8	1	0.89	3	8	-16	0
COc1ccc(NC(=O)CN(C)C(=O)c2cccc(S(=O)(=O)Nc3ccc(F)cc3)c2)cc1	-0.4	-18	-5	1.1	2	17	-13	1
CCOC(=O)c1cc2c(OC)ccc(OC)c2n1CC(=O)c1ccccc1	1.2	0	3	0.78	-1	4	14	-1
N/C(=N\OC(=O)c1cccc(Cl)c1)c1ccncc1	0.1	-6	-12	1.2	2	14	-26	-2
O=C(CCc1ccccc1)NNC(=O)COc1ccc(Br)cc1	0.5	4	-10	1.6	2	15	-11	-1
COc1cc([N+](=O)[O-])cc(/C=N/NC(=O)C(C)Nc2cccc(C)c2)c1O (stereo not given)	-0.6	5	-25	1.2	-1	22	13	-8
COc1ccccc1NC(=O)c1ccc2c(O)c(S(=O)(=O)c3ccccc3)c(=O)[nH]c2c1	-1.8	4	4	1.1	-4	-19	17	2
O=C(/C=C/c1ccccc1)CC(O)(c1ccccc1)C(F)(F)C(F)F (stereo not given)	2.6	-18	15	0.66	1	13	-23	-6
Cc1nnc(SCC(=O)NNC(=O)c2ccc(Br)cc2)n1C	0.0	11	-24	1.2	0	19	4	1
